High-throughput results: PubChem, National Center for Advancing Translational Sciences (NCATS)
GoLoco inh red: qHTS Assay for Inhibitors of RGS12 GoLoco Motif Activity (Red Fluorophore); actives 0.44% (n = 230,000); Guanine nucleotide-binding protein G(i) subunit alpha-1 (Homo sapiens), P63096; Gai1:RGS12 GoLoco peptide FP, rhodamine, 10 min; Potency, µM (highest dose often 61.6 µM), for inactives: top-dose activity, negative = inhibition, actives largely listed as inhibitors; active means well fitted inhibition curve with a large enough effect, not every such curve was filed as active; inactive means no such curve, though single readings can be large or run the other way; further: on the % scale 0 is the no-effect control and ±100 the full control effect; nearly all actives have a fitted effect of over 30% in size; many of its hits are not listed in these tables
Target sequence (P63096 whole entry, looked up): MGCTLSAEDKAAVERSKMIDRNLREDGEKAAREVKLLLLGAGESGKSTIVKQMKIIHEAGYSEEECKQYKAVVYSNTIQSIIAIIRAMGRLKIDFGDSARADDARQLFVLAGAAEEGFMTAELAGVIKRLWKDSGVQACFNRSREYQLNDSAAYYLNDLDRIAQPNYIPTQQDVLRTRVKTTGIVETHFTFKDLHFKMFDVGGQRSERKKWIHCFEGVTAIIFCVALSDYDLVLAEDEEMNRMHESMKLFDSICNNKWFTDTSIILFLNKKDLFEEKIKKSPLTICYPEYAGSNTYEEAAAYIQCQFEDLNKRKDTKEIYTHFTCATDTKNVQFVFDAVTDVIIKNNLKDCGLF
GAA inh: qHTS Assay for Inhibitors of Human alpha-Glucosidase as a Potential Chaperone Treatment of Pompe Disease; Lysosomal alpha-glucosidase (Homo sapiens), P10253; purified human GAA, 4-MU-alpha-glucoside fluorescence; Potency, µM (series often up to 76.9 µM), for the others: top-dose activity change, negative = inhibition, usual class: inhibitors; actives 0.005% (n = 200,000);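 further: plate controls were uninhibited enzyme wells for no effect and no-enzyme background for full effect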
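Read-out is 4-methylumbelliferone fluorescence (Ex 365/Em 440 nm) after NaOH/glycine stop at pH 10. Enzyme 4 nM, substrate 400 uM, pH 5.0 citrate buffer, 20 min room temperature; AC50 from Hill-equation concentration-response.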
GAA glycogen: qHTS Assay for Inhibitors and Activators of Human alpha-Glucosidase Cleavage of Glycogen. AID 2100, 2009. Potency, µM (series often up to 76.4 µM), for inactives: at the highest dose activity change, negative = inhibition, most hits filed as inhibitors. Lysosomal alpha-glucosidase (Homo sapiens), P10253. recombinant GAA, glycogen substrate, Amplex Red glucose oxidase fluorescence. actives 0.38% (n = 300,000);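 further: 0% = full enzyme reaction and -100% = no-enzyme basal signal; the screen sought inhibitors and activators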
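Recombinant human alpha-glucosidase (4 nM final) hydrolysed bovine liver glycogen (30 ug) for 40 min at 37 C in pH 5.0 citrate/phosphate with 0.01% Tween-20. Released glucose detected by glucose oxidase/Amplex Red, Ex 573/Em 610 nm. Compounds up to 77 uM; AC50 from Hill fits.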
GLA spleen mod: qHTS Assay for Inhibitors and Activators of Human alpha-Galactosidase From Spleen Homogenate. Alpha-galactosidase A (Homo sapiens), P06280. human spleen homogenate, 4MU-alpha-Gal fluorescence, 40 min. Potency, µM (series often up to 80 µM), inactives show at the top dose activity change, negative = inhibition, hits mostly inhibitors. actives 0.008% (n = 240,000);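 further: 0% = enzyme with vehicle and -100% = no enzyme basal signal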
Target sequence (P06280 32-429 limits assumed): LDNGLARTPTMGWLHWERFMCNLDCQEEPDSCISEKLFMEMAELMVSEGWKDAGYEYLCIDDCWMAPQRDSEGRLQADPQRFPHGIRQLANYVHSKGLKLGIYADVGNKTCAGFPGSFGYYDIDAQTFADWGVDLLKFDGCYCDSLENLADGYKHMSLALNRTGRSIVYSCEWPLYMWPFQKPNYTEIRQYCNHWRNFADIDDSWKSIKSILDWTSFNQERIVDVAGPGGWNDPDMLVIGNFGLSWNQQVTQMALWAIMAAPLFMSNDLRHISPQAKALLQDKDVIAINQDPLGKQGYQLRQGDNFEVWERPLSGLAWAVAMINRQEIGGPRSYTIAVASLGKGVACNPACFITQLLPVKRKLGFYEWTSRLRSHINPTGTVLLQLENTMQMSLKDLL
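Spleen homogenate 1 ug + cpd (titration) + 4-MU-alpha-D-galactopyranoside 1 mM; 37C 40 min; 50 mM citrate/phosphate pH 5.0, 0.01% Tween-20; stop pH 10; fluorescence 365/440; AC50 via Hill.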
ALDH1A1 inh: qHTS Assay for Inhibitors of Aldehyde Dehydrogenase 1 (ALDH1A1); Purified ALDH1A1, NADH fluorescence, propionaldehyde substrate; AID 1030, 2008; Potency, µM (top dose mostly 75.3 µM), inactives show at the top dose activity, negative = inhibition, actives largely listed as inhibitors; actives 7.3% (n = 220,000); Aldehyde dehydrogenase 1A1 (Homo sapiens), P00352; active means well fitted inhibition curve with a large enough effect, not every such curve was filed as active; inconclusive means small, poorly fitted or top-dose-only effect, or another doubt; inactive means no such curve, though single readings can be large or run the other way;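 further: plate controls were no enzyme wells and a reference inhibitor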
JMJD2E inh: qHTS Assay for Inhibitors of Human Jumonji Domain Containing 2E (JMJD2E) | Lysine-specific demethylase 4E (Homo sapiens), B2RXH2 | JMJD2E catalytic domain, FDH-coupled NADH fluorescence (FDH is formaldehyde dehydrogenase) | Potency, µM (series often up to 57.1 µM), for inactives: at the top dose activity change, negative = inhibition, most hits filed as inhibitors | actives 1.6% (n = 230,000) | AID 2147, 2009; active means well fitted inhibition curve with a large enough effect, not every such curve was filed as active; inconclusive means small, poorly fitted or top-dose-only effect, or another doubt; inactive means no such curve, though single readings can be large or run the other way;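 further: 0% = wells with enzyme and -100% = buffer wells without enzyme; nearly all actives have a fitted effect of over 50% in size; many of its hits are not listed in these tables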
Target sequence (B2RXH2 1-337 limits assumed): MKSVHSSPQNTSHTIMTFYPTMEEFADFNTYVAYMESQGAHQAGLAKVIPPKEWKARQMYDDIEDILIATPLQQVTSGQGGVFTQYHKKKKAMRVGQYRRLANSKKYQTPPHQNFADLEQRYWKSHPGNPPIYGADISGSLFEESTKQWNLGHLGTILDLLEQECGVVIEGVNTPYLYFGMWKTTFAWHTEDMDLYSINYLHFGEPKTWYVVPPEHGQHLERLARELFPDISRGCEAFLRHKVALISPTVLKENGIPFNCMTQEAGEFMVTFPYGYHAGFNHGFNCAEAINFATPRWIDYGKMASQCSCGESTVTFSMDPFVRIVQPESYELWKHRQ
SMN2 splice enh: qHTS Assay for Enhancers of SMN2 Splice Variant Expression | HEK293 SMN2-luciferase splicing reporter, luminescence, 30-36 h | Potency, µM (series often up to 46.1 µM), for inactives: top-dose activity change, positive = activation, actives largely listed as activators | actives 2.8% (n = 210,000); further: % of control where 0% means no effect; nearly all actives have a fitted effect of over 55% in size
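qHTS luciferase splicing reporter: luminescence rises when SMN2 exon 7 is included in transfected HEK293 cells. Compound exposure lasted 30-36 h at 37C, with 4.5 mM final sodium butyrate as control, followed by a ONE-Glo read.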
GAA spleen mod: qHTS Assay for Inhibitors and Activators of Human alpha-Glucosidase From Spleen Homogenate; Lysosomal alpha-glucosidase (Homo sapiens), P10253; Potency, µM (highest dose often 79.9 µM), without a hit: top-dose activity change, negative = inhibition, actives largely listed as inhibitors; AID 2112, 2009; actives 0.006% (n = 240,000); human spleen homogenate, 4-MU-alpha-glucoside fluorescence;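 further: 0% = enzyme with vehicle and -100% = no enzyme basal signal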
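Human spleen homogenate (1 ug) with 4-methylumbelliferyl-alpha-D-glucopyranoside (1 mM final) in 50 mM citrate/phosphate pH 5.0, 0.01% Tween-20; 40 min at 37 C. Stopped at pH 10; 4-MU fluorescence Ex 365/Em 440 nm; AC50 by Hill fit.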
An asterisk follows results filed as active; [ ] = remark or other dose. Unless noted, the call rests on the fitted dose curve; in most records, active means well fitted curve in the direction sought with a large enough effect; inconclusive means small, poorly fitted or top-dose-only effect, or another doubt; inactive means no such curve, though single readings can be large; an effect the other way counts as inactive or inconclusive. Potency means the concentration at half of the fitted maximal effect. An excerpt (hit frequency here may not be typical).

Cc1ccc(NS(=O)(=O)c2cc(C(N)=O)ccc2C)cc1 was read as GoLoco inh red 4%, GAA inh -2%, GAA glycogen 8%, GLA spleen mod 8%, ALDH1A1 inh -3%, JMJD2E inh -5%, SMN2 splice enh 5% and GAA spleen mod 3%.
Screening CC(C)OC(=O)c1cccc(C(=O)Oc2ccc(Br)cc2)n1 returned GoLoco inh red -17%, GAA inh 9%, GAA glycogen -6%, GLA spleen mod 9%, ALDH1A1 inh 6%, JMJD2E inh 0%, SMN2 splice enh 1% and GAA spleen mod 0%.
C#CCN(C(=O)CC1C(=O)NCCN1C/C=C/c1ccccc1)C1CCCCC1 (stereo not given) was read as GoLoco inh red 15%, GAA inh -14%, GAA glycogen 2%, GLA spleen mod -1%, ALDH1A1 inh 1%, JMJD2E inh inconclusive and GAA spleen mod -17%.
For Cc1nc2ccccc2nc1NS(=O)(=O)c1ccc(N)cc1 the results were GoLoco inh red 19%, GAA inh -5%, GAA glycogen 12%, GLA spleen mod -11%, ALDH1A1 inh inconclusive, JMJD2E inh inconclusive and GAA spleen mod -3%.
For C=C(C)c1cccc(C(C)(C)NC(=O)Nn2cnnc2)c1 the results were GoLoco inh red -4%, GAA inh 1%, GAA glycogen 2%, GLA spleen mod 6%, ALDH1A1 inh -2%, JMJD2E inh -18%, SMN2 splice enh -10% and GAA spleen mod 3%.
Cc1cc(C)n2c(SCC(=O)NC3CCCC(C)C3C)nnc2n1 (stereo not given) was read as GoLoco inh red 13%, GAA inh 3%, GAA glycogen 6%, GLA spleen mod 1%, ALDH1A1 inh -10%, JMJD2E inh inconclusive, SMN2 splice enh 0% and GAA spleen mod 5%.
For CCOC(=O)C1(CC2CCCCO2)CCN(Cc2c(C)cc(C)cc2-n2cccn2)CC1 (stereo not given) the results were GoLoco inh red -13%, GAA inh inconclusive, GAA glycogen -1%, GLA spleen mod 3%, ALDH1A1 inh inconclusive, JMJD2E inh 4% and GAA spleen mod 4%.
For COc1cc(C(=O)NCC(=O)OCC(=O)Nc2ncc(Cl)cc2Cl)cc(OC)c1OC the results were GoLoco inh red 8%, GAA inh 2%, GAA glycogen 5%, GLA spleen mod -4%, ALDH1A1 inh -2%, JMJD2E inh 10%, SMN2 splice enh 14% and GAA spleen mod 3%.
Screening O=C(COC(=O)C1CCCCC1C(=O)N1CCc2ccccc21)NCc1ccco1 (stereo not given) returned GoLoco inh red 6%, GAA inh 0%, GAA glycogen -9%, GLA spleen mod 6%, ALDH1A1 inh -3%, JMJD2E inh -6%, SMN2 splice enh -4% and GAA spleen mod 0%.
For Cc1ccc(OCC(=O)O/N=C(\N)c2ccccn2)cc1 the results were GoLoco inh red 14%, GAA inh -5%, GAA glycogen -10%, GLA spleen mod 1%, ALDH1A1 inh inconclusive, JMJD2E inh inconclusive, SMN2 splice enh 13µM* and GAA spleen mod -4%.
Screening CCOC(=O)c1sc(NC(=O)C(C)(C)C)cc1C returned GoLoco inh red 14%, GAA inh -1%, GAA glycogen -1%, GLA spleen mod -6%, ALDH1A1 inh 11%, JMJD2E inh -6%, SMN2 splice enh 10µM* and GAA spleen mod -9%.
For COc1ccc2[nH]c3c(=O)n(N)c(C)nc3c2c1 the results were GoLoco inh red 9%, GAA inh inconclusive, GAA glycogen -10%, GLA spleen mod 4%, ALDH1A1 inh inconclusive, JMJD2E inh -6%, SMN2 splice enh 10% and GAA spleen mod -15%.
`CSc1nnc(-c2ccc(S(=O)(=O)N3CCOCC3)cc2)n1CC1CCCO1` (stereo not given) gave GoLoco inh red -3%, GAA inh -2%, GAA glycogen 10%, GLA spleen mod 9%, ALDH1A1 inh inconclusive, JMJD2E inh inconclusive, SMN2 splice enh 24% and GAA spleen mod 8%.
Screening CN(C)C(/C=C/Nc1cccc(Br)c1)=C(C#N)C#N returned GoLoco inh red 1%, GAA glycogen -3%, GLA spleen mod 5%, ALDH1A1 inh -2%, JMJD2E inh -1% and GAA spleen mod 5%.
For CC(C)(C)C(=O)NCCCc1ccccc1 the results were GoLoco inh red 1%, GAA inh 1%, GAA glycogen 8%, GLA spleen mod 4%, ALDH1A1 inh 14%, JMJD2E inh 4%, SMN2 splice enh 5% and GAA spleen mod 3%.
`COc1cc(-c2nnc(SCC(=O)N3CCCC3)o2)cc(OC)c1OC` gave GoLoco inh red -8%, GAA inh -8%, GAA glycogen -2%, GLA spleen mod -11%, ALDH1A1 inh inconclusive, JMJD2E inh -15%, SMN2 splice enh 18% and GAA spleen mod 1%.
`Cc1ccc(NC(=O)c2ccc3c(c2)OCCO3)cc1S(=O)(=O)Nc1cccc(Cl)c1` gave GoLoco inh red 33%[activator], GAA inh 4%, GAA glycogen -7%, GLA spleen mod 4%, ALDH1A1 inh -2%, JMJD2E inh -2% and GAA spleen mod 6%.
For O=C(NNC(=O)c1sc2cccc(Cl)c2c1Cl)NC1CCCCC1 the results were GoLoco inh red -5%, GAA inh -2%, GAA glycogen -5%, GLA spleen mod 4%, ALDH1A1 inh 3.5µM*, JMJD2E inh -17%, SMN2 splice enh 22% and GAA spleen mod -5%.
CCOC(=O)c1c(C)n(C)c2ccc(OCC(O)CNC(CC)CO)cc12 (stereo not given) was read as GoLoco inh red 16%, GAA inh -2%, GAA glycogen 0%, GLA spleen mod 5%, ALDH1A1 inh 4%, JMJD2E inh 14%, SMN2 splice enh -4% and GAA spleen mod 2%.
Screening CC(C)c1ccc(OCC(=O)Nc2cccc(C(=O)Nc3ccccc3C(=O)O)c2)cc1 returned GoLoco inh red -2%, GAA inh -2%, GAA glycogen 12%, GLA spleen mod 4%, ALDH1A1 inh 20µM*, JMJD2E inh 2%, SMN2 splice enh 14% and GAA spleen mod 5%.

Retrieved by compound from above, 2 records:
Screening CCOC(=O)c1sc(NC(=O)C(C)(C)C)cc1C returned GoLoco inh red 14%, GAA inh -1%, GAA glycogen -1%, GLA spleen mod -6%, ALDH1A1 inh 11%, JMJD2E inh -6%, SMN2 splice enh 10µM* and GAA spleen mod -9%.
Screening CN(C)C(/C=C/Nc1cccc(Br)c1)=C(C#N)C#N returned GoLoco inh red 1%, GAA glycogen -3%, GLA spleen mod 5%, ALDH1A1 inh -2%, JMJD2E inh -1% and GAA spleen mod 5%.

Next part.
For Cn1c(=O)c2c(nc(NC(Cc3ccccc3)C(=O)O)n2Cc2ccccc2)n(C)c1=O (stereo not given) the results were GoLoco inh red 22%, GAA inh -1%, GAA glycogen 13%, GLA spleen mod -9%, ALDH1A1 inh inconclusive, JMJD2E inh 2%, SMN2 splice enh -5% and GAA spleen mod 0%.
COc1ccc(OC)c(N(CC(=O)N2CCC(C)CC2)S(=O)(=O)c2ccc(OC)c(OC)c2)c1 was read as GoLoco inh red -6%, GAA inh -12%, GAA glycogen 11%, GLA spleen mod 11%, ALDH1A1 inh 0%, JMJD2E inh 0%, SMN2 splice enh 1% and GAA spleen mod 1%.
For Cc1cccc2nc(-c3ccccc3)nc(N[C@@H](CO)c3ccccc3)c12 the results were GoLoco inh red 4%, GAA inh 2%, GAA glycogen -10%, GLA spleen mod 11%, ALDH1A1 inh 4%, JMJD2E inh 0%, SMN2 splice enh -102%[inhibitor] and GAA spleen mod 6%.
`CN1CCN(C(=O)C2=C[C@H](c3ccc(C(F)(F)F)cc3)C[C@H](OCc3ccc(CO)cc3)O2)CC1` gave GoLoco inh red 5%, GAA glycogen 1%, GLA spleen mod 10%, ALDH1A1 inh 6%, JMJD2E inh 1% and GAA spleen mod 1%.
For CCNc1ccc(C(=O)OCC(=O)NC(C)c2ccccc2)cc1[N+](=O)[O-] (stereo not given) the results were GoLoco inh red 7%, GAA inh -1%, GAA glycogen 9%, GLA spleen mod -8%, ALDH1A1 inh 7%, JMJD2E inh 9%, SMN2 splice enh 1% and GAA spleen mod -9%.
For Cn1c(SCC(=O)N2CCCC2=O)nc2ccccc21 the results were GoLoco inh red 6%, GAA inh 4%, GAA glycogen 9%, GLA spleen mod -9%, ALDH1A1 inh 0%, JMJD2E inh 6%, SMN2 splice enh 10% and GAA spleen mod -12%.
Screening CCOC(=O)/C=c1\s/c(=C\c2ccc(C#N)cc2)c(=O)n1CC(=O)NCc1ccco1 returned GoLoco inh red -11%, GAA inh 2%, GAA glycogen 0%, GLA spleen mod 5%, ALDH1A1 inh 3%, JMJD2E inh 10%, SMN2 splice enh -2% and GAA spleen mod 6%.
For CSc1nnc(-c2ccco2)c(-c2ccco2)n1 the results were GoLoco inh red -36%, GAA inh 2%, GAA glycogen -10%, GLA spleen mod -4%, ALDH1A1 inh 3.5µM*, JMJD2E inh inconclusive, SMN2 splice enh inconclusive and GAA spleen mod -11%.
COc1c2c(c(C)c3c1C(=O)OC3)O[C@@]1(C)CC[C@@]3(O)C(C)(C)OC(=O)CC[C@]3(C)[C@H]1C2 was read as GoLoco inh red 4%, GAA glycogen -6%, GLA spleen mod -1%, JMJD2E inh -11% and GAA spleen mod -1%.
`Cc1ccccc1N(Cc1nnc2n1CCCCC2)C(=O)Nc1ccccc1` gave GoLoco inh red -1%, GAA inh -24%, GAA glycogen 7%, GLA spleen mod 3%, ALDH1A1 inh 0%, JMJD2E inh 2%, SMN2 splice enh -10% and GAA spleen mod 3%.
Screening COc1ccc(S(N)(=O)=O)cc1C(=O)NCCCN1CCN(c2ccc(C)cc2)CC1 returned GoLoco inh red -3%, GAA inh 3%, GAA glycogen 1%, GLA spleen mod -1%, ALDH1A1 inh -1%, JMJD2E inh -2%, SMN2 splice enh -14% and GAA spleen mod -3%.
